# Screening results: PubChem, NCI
# Growth percent in the NCI-60 one-dose screen (48 h, 10 µM unless noted): 100 = growth as untreated, 0 = no growth, -100 = all killed.
# HCC-2998: HCC-2998 colon cancer. hit rate 4.7% among 79,000
# SW-620: SW-620 colon cancer; hit rate 5.2% among 82,000; AID 1794795
# KM12: KM12 colon cancer cells | hit rate 5% among 82,000 | AID 1794800
# PC-3: PC-3 prostate cancer cells | hit rate 3.9% among 80,000
# DU-145: DU-145 prostate cancer; hit rate 4.2% among 81,000
# SNB-19: SNB-19 CNS cancer cells; hit rate 2.5% among 81,000; AID 1794751
# SNB-75: SNB-75 CNS cancer | hit rate 5% among 79,000
# HT29: HT29 colon cancer; hit rate 7.4% among 81,000; AID 1794748
# SF-539: SF-539 CNS cancer; hit rate 6.8% among 81,000; AID 1794752
# An asterisk follows results filed as active; x = no result given; & = joins results of further samples. The calls were made as follows: active = growth percent below 10; inactive = the rest.
SMILES,HCC-2998,SW-620,KM12,PC-3,DU-145,SNB-19,SNB-75,HT29,SF-539
ClCc1cccc(CCl)c1,96,98,98,105,104,99,88,107,105
N#C[Se]CCCNS(=O)(=O)C1CC2C=CC1C2 (centres undefined),4.6*,1.3*,-5.4*,-19*,-68*,-42*,x,1.2*,-78*
O=C(Nc1ccc(Br)cc1)c1cc(Br)cc(Br)c1O,52,-16*,-44*,9.7*,x,11,-10*,23,8.0*
Cc1c(C(=O)c2ccccc2)c2ccccc2n1C,157,108,111,101,117,91,83,110,97
CC(N)Cc1ccc(O)cc1 (centres undefined),111,103,107,99,112,114,107,98,117
Cc1ccc(NC2=N[C@]34CC(=O)CC[C@]3(C)[C@H]3CC[C@]5(C)C(=O)CC[C@H]5[C@@H]3C[C@@H]4S2)c(C)c1,84,4.3*,45,16,26,44,35,3.8*,8.5*
N#[N+]c1c(C(=O)O)[nH]c(=O)[nH]c1=O,95,105,93,103,99,106,78,95,96
CCCCN(CCCC)CC(O)c1ccc(C2CCCCC2)cc1 (centres undefined),97,85,95,77,100,99,89,57,x
COC(=O)CC[C@@H](C)[C@H]1CC[C@H]2[C@@H]3CC[C@@H]4C[C@]5(CC[C@]4(C)[C@H]3C[C@H](OC(C)=O)[C@]12C)OO[C@@](C)(C(F)(F)F)O5,86,90,82,35,98,103,105,76,87
Clc1ccc(N2CCN(Cc3ccccc3)CC2)cc1,93,108,101,95,113,97,104,88,97
CCOC(=O)Nc1cc(Cl)c([N+](=O)[O-])c(N)n1,108,x,35,112,105,110,104,77,123
CC1([N+](=O)[O-])COP(=O)(NCc2cccnc2)OC1 (centres undefined),95,106,104,92,114,100,104,x,95
Cc1ccccc1COC12CCCC(C1)C(C)(C)OO2 (centres undefined),103,97,104,100,109,98,95,103,108
CC(CCc1ccccc1)NC(C)C(O)c1ccc(O)cc1 (centres undefined),98&108,98&101,97&108,99&106,120&113,112&103,85&100,111&106,115
C=CC[Se]C(=O)c1ccccc1OC(C)=O,6.9*,11,-24*,-28*,1.8*,-23*,-65*,14,-82*
Cn1c(O)c(C=N)c(=O)n(C)c1=O,104,97,97,92,105,107,95,96,x
CC(C)(NC(=O)O[C@@H]1CN2CCC1CC2)c1csc(-c2cccnc2)n1,102,100,99,97,103,94,66,100,99
CCC(=O)O[C@H]1CC[C@H]2[C@@H]3C[C@H](F)C4=CC(=O)CC[C@]4(C)[C@H]3CC[C@]12C,98,107,108,88,90,97,75,102,101
CCOC(=S)SSC(Cl)(Cl)Cl,109,109,110,103,110,112,92,110,101
CC(C)(C)[C@H](NC(=O)c1cn(CCC2CCCCC2)c2ccccc12)C(N)=O,97,108,97,72,99,112,82,93,95
O=C(O)CNC(=O)c1c(O)c2ccccc2n(Cc2ccccc2)c1=O,86,101,93,87,97,101,78,93,79
O=C1NC(=O)C(=Cc2ccc(-c3ccccc3)cc2)C(=O)N1,104,105,108,99,100,105,92,105,112
COc1cc2c(cc1OC)[C@@]13CCN4C=C5[C@H](C(F)(F)F)CO[C@H]6CC(=O)N2[C@H]1[C@H]6[C@H]5C[C@H]43,119,115,111,109,119,103,107,106,101
CN=NNc1nc[nH]c1C(N)=O,109&110,102&97,102&104,102&91,105&116,97&89,82&115,103&87,97
C=CCC1(CC)C(=O)NC(=S)NC1=O,97,101,101,97,103,97,104,98,98

# Compounds above with a nitro group on carbon:
SMILES,HCC-2998,SW-620,KM12,PC-3,DU-145,SNB-19,SNB-75,HT29,SF-539
CCOC(=O)Nc1cc(Cl)c([N+](=O)[O-])c(N)n1,108,x,35,112,105,110,104,77,123
CC1([N+](=O)[O-])COP(=O)(NCc2cccnc2)OC1 (centres undefined),95,106,104,92,114,100,104,x,95

# Next records:
SMILES,HCC-2998,SW-620,KM12,PC-3,DU-145,SNB-19,SNB-75,HT29,SF-539
O=[N+]([O-])c1ccc(N2CCOCC2)c2c1no[n+]2[O-],-49*,3.2*,-73*,11,6.6*,29,-15*,-29*,-22*
COc1ccc(C2=NN(c3cc(Cl)cc(Cl)c3)C(c3sc(N(CCCl)CCCl)nc3Cl)C2)cc1 (centres undefined),99,102,98,81,104,103,83,84,99
COC(=O)[C@@H](NC(=O)c1cn(CCC2CCCCC2)c2ccccc12)C(C)(C)C,86,86,70,50,82,98,71,69,88
O=C(CBr)OCCOC(=O)CBr,110,58,100,84,84,104,91,93,112
C(=N\N1CCCCCC1)/c1c[nH]c2ccccc12,100,100,105,80,115,100,79,113,95
Nc1ccc(C(=O)Oc2ccc(CCN3CCCCC3)cc2)cc1,103,104,116,83,117,112,84,98,101
CN(c1ccccc1)P(=O)(N1CC1)N1CC1,103,95,111,81,97,101,78,87,99
NP(N)(=O)NC(=O)c1ccc(F)cc1,124,94,108,80,112,101,93,99,103
COc1ccccc1/C=C(/C)[N+](=O)[O-],99&103,106&50,100&70,85&90,107&28,107&74,85&68,89&55,97&88
O=C1C(P(=O)(O)O)CC(O)N1O (centres undefined),106,104,106,104,103,109,110,105,103
C#C[C@@H]1CC2C3CCC4=C[C@@H](OC(C)=O)CCC4C3CC[C@]2(C)[C@H]1OC(C)=O (some centres undefined),111,93,95,68,x,103,93,96,100
O=C(O)C1C2c3ccccc3C(O)C1(C(=O)O)c1ccccc12 (centres undefined),x,98,111,95,111,96,92,99,100
ClCC[N+]12CC[N+](CCCl)(CC1)C2,96,101,101,103,110,112,93,115,97
O=P(CCl)(N1CC1)N1CC1,112,112,107,98,116,95,90,112,94
ClC(CN(Cc1ccccc1)Cc1ccccc1)c1ccccc1 (centres undefined),103,96,96,88,104,103,102,78,106
COc1cc2c(cc1OC)-c1c3c(cc4c1[C@@H](C2)N(C)CC4)OCO3,-3.7*,35,41,40,45,48,58,29,34
NC1=NNC2NNC(N)=NC2=N1 (centres undefined),x,105,114,96,119,108,85,113,98
COC(=O)C[Se]C(=O)c1ccccc1OC(C)=O,62,98,22,78,62,84,x,33,75
O=C(CCN1CC1)OCC1CC2C=CC1C2 (centres undefined),103,103,103,103,110,106,98,98,109
C=C1[C@@H](C)C2[C@H](Cc3ccccc3)NC(=O)[C@]23[C@H](OC(C)=O)/C=C/[C@@](C)(O)C(=O)[C@@H](C)C/C=C/[C@H]3[C@@H]1O (some centres undefined),79,77,63,69,48,50,-11*,12,24
COc1ccc(C(=O)c2sc3nc4c(cc3c2N)N2CCC4CC2)cc1,120,100,x,68,93,94,80,100,93
CCCCNC(C)(C)C(O)c1ccccc1 (centres undefined),101,99,108,84,111,101,92,101,100
COc1ccc2oc(=O)cc(C3C(C#N)=C(N)Oc4c3c(=O)oc3ccccc43)c2c1 (centres undefined),x,100,99,88,103,100,85,98,95
CCOP(=O)(OCC)C(=O)N(CC)CC,110,100,98,97,107,103,102,114,113
COc1cccc(C(O)P(=O)(OC)OC)c1OC (centres undefined),100,106,106,98,111,102,80,101,104

# One compound at a time, from the list above:
# Results for N#C[Se]CCCNS(=O)(=O)C1CC2C=CC1C2 (centres undefined) : HCC-2998 = 4.6*; SW-620 = 1.3*; KM12 = -5.4*; PC-3 = -19*; DU-145 = -68*; SNB-19 = -42*; SNB-75 = x; HT29 = 1.2*; SF-539 = -78*
# Results for Cn1c(O)c(C=N)c(=O)n(C)c1=O : HCC-2998 = 104; SW-620 = 97; KM12 = 97; PC-3 = 92; DU-145 = 105; SNB-19 = 107; SNB-75 = 95; HT29 = 96; SF-539 = x
# Results for COC(=O)C[Se]C(=O)c1ccccc1OC(C)=O : HCC-2998 = 62; SW-620 = 98; KM12 = 22; PC-3 = 78; DU-145 = 62; SNB-19 = 84; SNB-75 = x; HT29 = 33; SF-539 = 75

# The list continues:
SMILES,HCC-2998,SW-620,KM12,PC-3,DU-145,SNB-19,SNB-75,HT29,SF-539
CC(C)CN1CC1c1ccccc1 (centres undefined),101,107,100,106,88,103,93,106,91
CC1(C)C(C(=O)c2cn(CCCCO)c3ccccc23)C1(C)C,108,106,109,93,104,106,101,76,100
O=C1CCO1,97,104,107,99,123,102,112,97,115
CNC(=O)Oc1cc(C)c[n+](Cc2ccc(Cl)cc2)c1,101,108,100,99,110,107,91,97,102
N#CC1(c2ccccc2)CCN(Cc2ccccc2)CC1,113,101,100,84,107,114,121,101,107
CCC(=O)C(CC(C)N1CCCCCC1)(c1ccccc1)c1ccccc1 (centres undefined),98,99,107,89,102,95,115,67,99
C/C(=C\c1cc(C(F)(F)F)nn1CCNC(=O)OC(C)(C)C)[C@@H]1C[C@@H]2O[C@]2(C)CCC[C@H](C)[C@H](O)[C@@H](C)C(=O)C(C)(C)[C@@H](O)CC(=O)O1,57,35,20,32,63,65,37,24,57
C=C[C@@H](O)C#CC#CC/C=C\CCCCCCC,96,108,107,92,113,104,86,110,125
CCCCCCC(C)(C)c1ccc([C@@H]2C[C@H](O)CC[C@H]2CCCO)c(O)c1,106,105,94,68,95,115,88,93,104
CCCCOc1nc2c(C)cccc2cc1C(c1c(O)c2ccccc2oc1=O)c1cn(Cc2ccccc2)c2ccccc12 (centres undefined),122,99,91,81,104,86,89,104,90
COC(=O)CCC1=C(C)c2cc3[n-]c(cc4nc(cc5[n-]c(cc1n2)c(CCC(=O)OC)c5C)C=C4C)cc3C.[Cd+2],96,25,13,34,9.3*,74,x,29,62
COP(=O)(OC)C(O)c1ccccc1 (centres undefined),95,101,97,106,103,109,89,94,106
CN(N=O)C1(C)C2CCC(C2)C1(C)C (centres undefined),100,105,100,89,102,101,90,100,96
Cc1ccc(OC(=O)N(C)C)cc1,100,116,102,90,112,112,98,100,92
CCN(CC)CCN(C)C(=O)C(O)(c1ccccc1)c1ccccc1,113,110,108,93,110,99,102,109,105
CC1(C)C(=O)CC[C@H]2C1=CC[C@@H]1[C@@H]2CC[C@]2(C)[C@@H](O)CC[C@@H]12,x,100,101,93,104,102,97,102,95
Nc1ccc2c(c1)Cc1cc(N)ccc1-2,96,99,83,85,107,103,74,99,97
Clc1cccc(NC2=NCCS2)c1,105,104,106,105,114,97,80,106,95
O=C(CF)NC(Cc1ccccc1)C(=O)O (centres undefined),92&98,98&105,106&106,105&99,98&116,105&112,93&88,100&112,104&94
S=C=NCc1ccccc1,99,111,107,115,123,91,105,118,99
O=S1(=O)NCCCN1O,105,102,104,x,108,104,79,96,95
CC(C)(C)c1ccc(CC#N)cc1,95,107,101,99,102,128,98,108,95
O=c1c2ccccc2[se]n1-c1ccccc1,101,93,95,78,102,97,105,104,114
COc1cc(/C=C2\C(=O)NC(=O)N(c3ccccc3)C2=O)cc(OC)c1OC,105,105,100,99,106,103,97,103,102

# Ordered by heavy-atom count (descending): three of the compounds above.
SMILES,HCC-2998,SW-620,KM12,PC-3,DU-145,SNB-19,SNB-75,HT29,SF-539
CC1(C)C(C(=O)c2cn(CCCCO)c3ccccc23)C1(C)C,108,106,109,93,104,106,101,76,100
O=c1c2ccccc2[se]n1-c1ccccc1,101,93,95,78,102,97,105,104,114
CC(C)(C)c1ccc(CC#N)cc1,95,107,101,99,102,128,98,108,95

# Not all compounds are listed (hit frequency here may not be typical).
